Screens (PubChem BioAssay)
GIRK2 act = Activates human GIRK2-containing potassium channels; P48051; 34,000 tested, under 10 active; HEK293 GIRK2/NPY4 cells, thallium flux fluorescence; activation (% efficacy), % for hits at 37.5 µM;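 active means primary screen hit, no activity in plain HEK293 cells, and in GIRK2-only cells above 5% efficacy rising with concentration; inactive means the rest, including fluorescent compounds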;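 further: efficacy is normalized control-subtracted fluorescence 15 s after thallium addition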
Target sequence (P48051 whole entry, looked up): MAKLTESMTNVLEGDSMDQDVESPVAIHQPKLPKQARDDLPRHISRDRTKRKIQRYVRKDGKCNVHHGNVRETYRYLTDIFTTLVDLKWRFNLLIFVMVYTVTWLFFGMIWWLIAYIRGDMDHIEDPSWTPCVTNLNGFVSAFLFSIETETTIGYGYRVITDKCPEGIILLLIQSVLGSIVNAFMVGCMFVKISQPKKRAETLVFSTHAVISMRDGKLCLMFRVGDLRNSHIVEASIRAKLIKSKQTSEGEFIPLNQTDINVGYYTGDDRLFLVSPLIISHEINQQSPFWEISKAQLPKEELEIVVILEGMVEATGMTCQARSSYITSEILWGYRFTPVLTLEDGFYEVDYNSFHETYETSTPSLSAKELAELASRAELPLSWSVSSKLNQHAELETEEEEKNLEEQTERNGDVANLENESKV
Calls only; i = inactive.

Molecule | GIRK2 act
CN(Cc1ccccc1)S(=O)(=O)c1ccc(C(=O)Nc2ccc3ncsc3c2)cc1 | i
O=C(NCC(c1cccc2ccccc12)N1CCOCC1)c1ccc2c(c1)OCO2 (stereo not drawn) | i
COc1ccccc1CNC(=O)C(=O)NCC(c1ccc(F)cc1)N1CCOCC1 (stereo not drawn) | i
COC(=O)Nc1nc(CC(=O)NCc2ccccc2)cs1 | i
Cc1ccc2nc(NC(=O)Cn3cnc(-c4cccs4)cc3=O)sc2c1 | i
COc1ccc(S(=O)(=O)CCC(=O)Nc2nc3c(C)ccc(Cl)c3s2)cc1 | i
COc1ccc(Cl)c2sc(N(CC3CCCO3)C(=O)c3ccnn3C)nc12 (stereo not drawn) | i
O=C(COc1ccc(Cl)cc1Cl)NCC1CCN(C(=O)Nc2ccc(F)cc2)CC1 | i
O=C(CN1C(=O)CC(c2ccccc2)=Nc2ccccc21)Nc1ccc(F)cc1 | i
COC(=O)N1CCC(CNC(=O)C(=O)Nc2ccccc2Cl)CC1 | i
Cc1nc(NCCc2ccccc2)nc(N2CCCC2)c1[N+](=O)[O-] | i
O=C(Nc1nnc(Cc2cccs2)o1)C1CCCN(S(=O)(=O)c2ccccc2)C1 (stereo not drawn) | i
O=[N+]([O-])c1ccc(N2C(=S)N(c3ccc(F)cc3)C3CS(=O)(=O)CC32)cc1 (stereo not drawn) | i
O=C(Nc1ccccc1F)N1CCN(c2ccc(Nc3ccccn3)nn2)CC1 | i
CC(C)S(=O)(=O)c1cccc(C(=O)Nc2cccc([N+](=O)[O-])c2)c1 | i

Part of the list above, reformatted:
O=C(COc1ccc(Cl)cc1Cl)NCC1CCN(C(=O)Nc2ccc(F)cc2)CC1
  GIRK2 act: i
O=C(CN1C(=O)CC(c2ccccc2)=Nc2ccccc21)Nc1ccc(F)cc1
  GIRK2 act: i

Next section:
Molecule | GIRK2 act
Cc1ccc(CNC(=O)c2snc(C(=O)NC(C)C)c2N)o1 | i
CC1Oc2ccccc2OC1C(=O)NCCn1cnc(-c2ccccc2)cc1=O (stereo not drawn) | i
COc1ccc(C(CNC(=O)C(=O)Nc2ccc(C)c(Cl)c2)N2CCOCC2)cc1 (stereo not drawn) | i
CC(O)(CNC(=O)CCSc1ccccc1)C1CC1 (stereo not drawn) | i
Cc1ccc(C)c(C(=O)NCC2CCN(C(=O)c3cc4ccccc4o3)CC2)c1 | i
COc1ccc(OC)c(Nc2nc(CC(=O)N3CCN(c4ncccn4)CC3)cs2)c1 | i
CCOc1ccc(OCCNC(=O)c2cc3cccc(OCC)c3oc2=O)cc1 | i
Cc1ccc(Nc2ccc(N3CCN(S(=O)(=O)N(C)C)CC3)nn2)cc1 | i
O=C(Cc1cccc2ccccc12)NCCOc1ccc(F)cc1 | i
O=C(NNC(=O)C1CCCC1)c1ccc(=O)n(Cc2ccccc2)c1 | i
CCOc1ccc(NC(=O)c2cccc(N3C(=O)C(C)CS3(=O)=O)c2)cc1 (stereo not drawn) | i
COc1ccccc1C1(CNS(=O)(=O)c2c(C)noc2C)CCOCC1 | i
COc1ccc(NC(=O)C(=O)NCCN2CCOC(c3ccccc3)C2)cc1Cl (stereo not drawn) | i
O=C(c1ccc(S(=O)(=O)Nc2ccc(F)cc2)o1)N1CCc2ccccc21 | i
CN1CCN(CC(O)COCC23CC4CC(CC(C4)C2)C3)CC1 (stereo not drawn) | i
COc1ccc(S(=O)(=O)CC(=O)Nc2nc3c(Br)cccc3s2)cc1 | i
COc1ccc(C(=O)CC2(O)C(=O)Nc3ccc(Cl)cc32)cc1OC (stereo not drawn) | i
O=C(COc1ccc(F)cc1)Nc1ccc2c(c1)N(C(=O)C1CCCO1)CC2 (stereo not drawn) | i
CCOC(=O)N1CCN(c2ncnc3nc[nH]c23)CC1 | i
CC(C(=O)Nc1cccc(Cl)c1)N1C(=O)c2ccccc2S1(=O)=O (stereo not drawn) | i
COc1ccc(-c2noc(Cn3ccn4nc(-c5ccc(F)cc5)cc4c3=O)n2)c(OC)c1 | i
O=C(Nc1ccc(F)c(F)c1F)c1ccc(=O)n(Cc2ccccc2)c1 | i
COc1ccccc1CNC(=O)c1ccc2c(=O)n3c(nc2c1)SCC3 | i
O=C(Cn1c(=O)oc2ccccc21)N1CCN(Cc2nc(-c3ccccc3)cs2)CC1 | i
Cc1nc(Nc2ccc(NC(=O)c3ccc4c(c3)OCO4)cc2)cc(-n2cccn2)n1 | i
OC(COc1ccc2c(c1)OCO2)CN1CCOCC1 (stereo not drawn) | i
CC(C)CCN(CC(O)CON=C1c2ccccc2-c2ccccc21)S(C)(=O)=O (stereo not drawn) | i
O=C(CC1CCCCC1)NCCOc1ccc2nnc(-c3ccc(F)cc3)n2n1 | i
CC(NC(=O)C(=O)NCC1CCN(S(=O)(=O)C2CC2)CC1)c1ccccc1 (stereo not drawn) | i
O=S(=O)(c1ccc2c(c1)OCCO2)N1CCN(Cc2nc(-c3cccs3)cs2)CC1 | i
Cc1ccnc(Oc2ccc(C(=O)NCCNc3cc(N4CCOCC4)nc(C)n3)cc2)n1 | i
CS(=O)(=O)N1CCC(CNC(=O)c2ccc(Cl)cc2Cl)CC1 | i
Cc1ccc2c(CC(=O)NCCC3=CCCCC3)cc(=O)oc2c1 | i
COCCNC(=O)Cn1nc2c(c1NC(=O)c1cc(-c3ccccc3)on1)CSC2 | i
CCOC(=O)C1CCCN(CC(O)COC23CC4CC(CC(C4)C2)C3)C1 (stereo not drawn) | i
O=C(c1cc(Cl)ccc1Cl)N(Cc1ccccn1)Cc1ccco1 | i
Cc1cc(C)n(CCN2CCCN(C(=O)c3ccc(Cn4ccnc4)cc3)CC2)n1 | i
Cc1cc(C(=O)Nc2ccc3c(c2)CN(C(=O)c2cccs2)CC3)no1 | i
O=C(c1ccsc1)N(c1ccccc1)C1CCCCC1 | i
CC1CS(=O)(=O)N(c2cccc(C(=O)N3CCN(c4ncccn4)CC3)c2)C1=O (stereo not drawn) | i
O=C(c1cccc(C(F)(F)F)c1)N1CCN(c2ccc(-c3ccncc3)nn2)CC1 | i
O=C(CC1CCCC1)NCCn1ncc2c(N3CCN(Cc4ccccc4)CC3)ncnc21 | i
O=C(Nc1onc2c1CCCC2)c1nc(-c2cnccn2)no1 | i
COc1cn(CC(=O)Nc2ccccc2C(F)(F)F)c(CSc2nccn2C)cc1=O | i
O=C(NCC1CCN(Cc2ccco2)CC1)c1cccs1 | i

Part of the list above in order of molar mass, ascending.
Molecule | GIRK2 act
O=C(NCC1CCN(Cc2ccco2)CC1)c1cccs1 | i
O=C(Nc1onc2c1CCCC2)c1nc(-c2cnccn2)no1 | i
Cc1ccc2c(CC(=O)NCCC3=CCCCC3)cc(=O)oc2c1 | i
O=C(c1cc(Cl)ccc1Cl)N(Cc1ccccn1)Cc1ccco1 | i
CS(=O)(=O)N1CCC(CNC(=O)c2ccc(Cl)cc2Cl)CC1 | i
CCOC(=O)C1CCCN(CC(O)COC23CC4CC(CC(C4)C2)C3)C1 (stereo not drawn) | i
Cc1cc(C(=O)Nc2ccc3c(c2)CN(C(=O)c2cccs2)CC3)no1 | i
CC(NC(=O)C(=O)NCC1CCN(S(=O)(=O)C2CC2)CC1)c1ccccc1 (stereo not drawn) | i
O=C(CC1CCCCC1)NCCOc1ccc2nnc(-c3ccc(F)cc3)n2n1 | i
O=C(c1cccc(C(F)(F)F)c1)N1CCN(c2ccc(-c3ccncc3)nn2)CC1 | i
CC1CS(=O)(=O)N(c2cccc(C(=O)N3CCN(c4ncccn4)CC3)c2)C1=O (stereo not drawn) | i
CC(C)CCN(CC(O)CON=C1c2ccccc2-c2ccccc21)S(C)(=O)=O (stereo not drawn) | i
COCCNC(=O)Cn1nc2c(c1NC(=O)c1cc(-c3ccccc3)on1)CSC2 | i
O=C(CC1CCCC1)NCCn1ncc2c(N3CCN(Cc4ccccc4)CC3)ncnc21 | i
COc1cn(CC(=O)Nc2ccccc2C(F)(F)F)c(CSc2nccn2C)cc1=O | i
O=S(=O)(c1ccc2c(c1)OCCO2)N1CCN(Cc2nc(-c3cccs3)cs2)CC1 | i

Later entries
structure	GIRK2 act
CCN1CCc2nc(-c3ccc(F)cc3)n(CC(=O)Nc3ccccc3C)c(=O)c2C1	i
CCOc1ccc(NC(=O)Cn2nc(-c3ccco3)c3sc(N4CCCCC4)nc3c2=O)cc1	i
Cc1nn(C2CCS(=O)(=O)C2)c2nc(-c3ccccc3)cc(C(=O)N3CCc4ccccc43)c12 (stereo not drawn)	i
COc1ccc(C2(CNS(=O)(=O)c3ccc4c(c3)OCCO4)CCOCC2)cc1	i
Cn1c(C(F)(F)F)nn(CCNC(=O)Cn2ccc3ccccc32)c1=O	i
COc1ccc(C)cc1NC(=O)C(=O)NCC1CCN(Cc2ccco2)CC1	i
CCCc1nnsc1C(=O)NCCc1ccsc1	i
O=C(O)/C=C1\C(=O)Nc2ccccc21	i
CC(C)(C)C(=O)Nc1ccc(N2CCOCC2)cc1	i
Cc1cc2nc(N(CCN3CCOCC3)C(=O)c3cc(Cl)sc3Cl)sc2cc1C	i
CCOc1ccc(C(=O)NCC(C)(O)c2ccccc2)cc1OCC (stereo not drawn)	i
Cc1ccc(S(=O)(=O)NNc2ccc(Cl)nn2)cc1	i
Cn1cnc2nc(N3CCCCC3)[nH]c(=O)c21	i
CCCOc1cn(-c2ccc(F)cc2)nc1C(=O)Nc1cccc(C)c1C	i
O=C(Nc1nc(-c2ccc(-c3ccccc3)cc2)cs1)c1ccno1	i
CC(=O)Nc1cccc(NC(=O)CSc2nnc(-c3ccncc3)o2)c1	i
COC(=O)c1ccc2c(=O)n(Cc3ccc(C(=O)NCCCN4CCOCC4)cc3)c(=S)[nH]c2c1	i
O=C1CCCN1c1ccc(CSc2n[nH]c(=O)c3cc(-c4cccs4)nn23)cc1	i
COCCNC(=O)C(=O)Nc1ccc(F)c([N+](=O)[O-])c1	i
O=C(COc1ccc2ccccc2c1)NCC1CCN(Cc2ccco2)CC1	i
Cc1ccc2c(c1)NC(SCc1ccc(F)cc1)=NS2(=O)=O	i
O=C(Cc1csc(Nc2ccc(OC(F)(F)F)cc2)n1)Nc1ccc2c(c1)OCCO2	i
O=c1n(Cc2cccc(C(F)(F)F)c2)nc2ccc(S(=O)(=O)N3CCCCC3)cn12	i
O=C(NCC1CCN(C(=O)c2ccccc2F)CC1)c1ccccn1	i
COc1ccc(C2(CNC(=O)c3snnc3C)CCCC2)cc1	i
COc1ccc(S(=O)(=O)CCC(=O)Nc2cc(Cl)ccc2Cl)cc1	i
COc1ccc2nc(N(CC3CCCO3)C(=O)C3CCCN3S(C)(=O)=O)sc2c1 (stereo not drawn)	i
COc1ccc(-c2noc(CSc3n[nH]c(=O)c4cc(-c5ccco5)nn34)n2)cc1	i
O=C(Cc1cc(-c2ccc3c(c2)OCO3)on1)Nc1ccccn1	i
CCCOc1ccc(S(=O)(=O)NCCCN2CCOC(c3ccccc3)C2)cc1C (stereo not drawn)	i
CCc1ccc(OCCS(=O)(=O)Nc2nc3ccccc3s2)cc1	i
Cc1ccc2nc(N(Cc3ccncc3)C(=O)c3ccc([N+](=O)[O-])cc3)sc2c1	i
COc1cccc(CCNc2ncnc3c2nnn3C)c1	i
CC(C)NC(=O)CSc1nnc2n(Cc3ccccc3)c(=O)c3ccc(C(=O)NC(C)C)cc3n12	i
COc1cccc(CNC(=O)Cn2cc(-c3ccc(Cl)cc3)c(N3CCOCC3)n2)c1	i
Cc1ccc(NC(=O)C(=O)NCc2cccs2)cc1N1CCCC1=O	i
O=C(NCCOc1ccc(-c2cccs2)nn1)c1ccc([N+](=O)[O-])cc1	i
O=C(NCC1CCN(C(=O)COc2ccccc2)CC1)C(=O)Nc1cccnc1	i
COc1ccc(NC(=O)C(=O)NCC2CCN(c3ccccn3)CC2)cc1Cl	i
Cc1cc(C(=O)N2CC(C(=O)Nc3cccc(-c4csc(C)n4)c3)C2)no1	i
O=C(Cn1cnc(-c2cccs2)cc1=O)NCCn1nc(-c2cccs2)ccc1=O	i
O=C(Cc1ccc(NS(=O)(=O)c2cc(F)ccc2F)cc1)N1CCOCC1	i
Cc1cc(CN2CCC(CNS(=O)(=O)c3ccc(F)c(Cl)c3)CC2)c(C)o1	i
COCCNC(=O)C(=O)NCC1CCN(Cc2ccco2)CC1	i
CCn1cc(C(=O)NCc2n[nH]c(=O)c3ccccc23)c(=O)c2ccc(C)nc21	i
Cc1ccccc1-c1cc2c(=O)n(Cc3nc(-c4ccccc4Br)no3)ccn2n1	i
O=C(NCCCN1CCOC(c2ccccc2)C1)C(=O)Nc1cc(F)ccc1F (stereo not drawn)	i
COc1ccc(-n2c(C)nc3ccc(NS(=O)(=O)Cc4ccccc4)cc3c2=O)cc1	i
CC(C)NC(=O)c1ccc2c(=O)n(Cc3ccccc3)c3nnc(SCC#N)n3c2c1	i
Cc1ccc(-c2cnn3c(NCCOCCO)cc(C)nc23)cc1	i
COc1ccccc1CNC(=O)Cc1csc(NC(=O)c2ccc[nH]c2=O)n1	i
O=S(=O)(CCCOc1ccc2c(c1)OCO2)NCc1c(F)cccc1F	i
Cc1ccc2c(=O)c(-c3nc(-c4cccc(F)c4)no3)cn(CC(=O)Nc3c(C)cccc3C)c2n1	i
COc1ccc(-c2ccc(OCCNS(=O)(=O)c3cc(C)c(OC)cc3C)nn2)cc1	i
COC(=O)c1ccc(NC(=O)c2cc(=O)c(OCc3ccc(F)cc3)co2)cc1	i
COc1ccc(Cl)cc1NC(=O)Cc1csc(Nc2ccc(F)cc2)n1	i
COc1ccc(S(=O)(=O)Nc2ccc3c(c2)CN(C(=O)c2ccco2)CC3)cc1Cl	i
O=C1CC(c2ccccc2C(=O)O)Oc2ccccc21 (stereo not drawn)	i
COCCNC(=O)Cn1nc2c(c1NC(=O)C(=O)c1c(C)[nH]c3ccccc13)CSC2	i
COc1cccc(NC(=O)N(Cc2cccn2C)C2CC2)c1OC	i

(listing goes on)
structure	GIRK2 act
O=C(CSc1ncnc2c1[nH]c1ccc(F)cc12)Nc1ccccc1	i
CCC(CC)C(=O)NCCNc1ccc(Nc2cccc(C)n2)nn1	i
COc1ccc(S(=O)(=O)Nc2nc(CCC(=O)Nc3nnc(C)s3)cs2)cc1	i
O=C(Cn1cc(-c2ccccc2)c(N2CCOCC2)n1)N1CCN(c2ccccc2)CC1	i
Cc1cccc(S(=O)(=O)NCC2CCN(c3ccccn3)CC2)c1	i
COc1ccc(C(CNC(=O)c2ccco2)N2CCN(C)CC2)cc1 (stereo not drawn)	i
CC(C)N1CCC(CNC(=O)C(=O)NCc2ccc3c(c2)OCO3)CC1	i

Not all compounds are listed; rates above refer to the full screens.
